Source: PubChem BioAssay (The Scripps Research Institute Molecular Screening Center)
TEAD-YAP inh = TEAD-YAP interaction inhibition. 1.4% of 640,000 active. inhibition, % at 9.12 µM. HEK-TIYL cells, TEAD-Gal4/YAP UAS-luciferase luminescence; in the data active = inhibition above about 32%;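 note: 0% = median of test compound wells and 100% = reference inhibitor wells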
MITF primary = blocks human microphthalmia-associated transcription factor; O75030; AlphaScreen MITF homodimerization, bead proximity signal; inhibition, % at 2.6 µM; 0.91% of 650,000 active; in the data active = inhibition above about 50%;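 note: 0% = vehicle wells with protein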
FBW7 act = human FBW7 E3 ligase activation, primary screen; AlphaScreen FBW7–phospho-cyclin E peptide binding, activator screen; normalized activity (activation), % at 26.1 µM; 0.13% of 650,000 active; AID 1259310; in the data active = normalized activity above about 1.9%;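 note: purified mutant Fbw7 with reduced substrate affinity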
Target sequence (Q969H0 whole entry, looked up): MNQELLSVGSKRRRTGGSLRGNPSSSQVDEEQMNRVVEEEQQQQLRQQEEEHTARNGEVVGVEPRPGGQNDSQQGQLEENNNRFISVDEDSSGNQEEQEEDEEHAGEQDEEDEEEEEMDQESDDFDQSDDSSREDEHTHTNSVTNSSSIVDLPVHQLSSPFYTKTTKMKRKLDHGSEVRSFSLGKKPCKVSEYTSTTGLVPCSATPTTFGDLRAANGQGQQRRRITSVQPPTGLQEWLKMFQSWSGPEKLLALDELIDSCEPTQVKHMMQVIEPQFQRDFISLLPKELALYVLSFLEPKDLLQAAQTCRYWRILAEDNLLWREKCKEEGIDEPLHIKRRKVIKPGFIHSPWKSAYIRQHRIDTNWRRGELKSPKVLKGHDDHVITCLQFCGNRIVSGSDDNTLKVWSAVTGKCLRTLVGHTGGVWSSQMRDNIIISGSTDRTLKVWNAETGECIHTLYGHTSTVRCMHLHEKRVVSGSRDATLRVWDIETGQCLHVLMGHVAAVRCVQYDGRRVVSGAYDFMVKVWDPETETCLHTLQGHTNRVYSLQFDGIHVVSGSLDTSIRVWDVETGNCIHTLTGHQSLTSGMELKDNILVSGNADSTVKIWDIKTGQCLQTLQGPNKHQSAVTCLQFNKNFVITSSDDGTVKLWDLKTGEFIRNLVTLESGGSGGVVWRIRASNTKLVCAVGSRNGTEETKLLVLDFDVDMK
GPR151 activ = activators of human GPR151; Q8TDV0; PathHunter beta-arrestin GPR151 cells, luminescence; activation, % at 11.2 µM; 1% of 650,000 active; in the data active = activation above about 4.9%;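 note: 0% = median of compound wells and 100% = cells with positive control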
Target sequence (Q8TDV0 whole entry, looked up): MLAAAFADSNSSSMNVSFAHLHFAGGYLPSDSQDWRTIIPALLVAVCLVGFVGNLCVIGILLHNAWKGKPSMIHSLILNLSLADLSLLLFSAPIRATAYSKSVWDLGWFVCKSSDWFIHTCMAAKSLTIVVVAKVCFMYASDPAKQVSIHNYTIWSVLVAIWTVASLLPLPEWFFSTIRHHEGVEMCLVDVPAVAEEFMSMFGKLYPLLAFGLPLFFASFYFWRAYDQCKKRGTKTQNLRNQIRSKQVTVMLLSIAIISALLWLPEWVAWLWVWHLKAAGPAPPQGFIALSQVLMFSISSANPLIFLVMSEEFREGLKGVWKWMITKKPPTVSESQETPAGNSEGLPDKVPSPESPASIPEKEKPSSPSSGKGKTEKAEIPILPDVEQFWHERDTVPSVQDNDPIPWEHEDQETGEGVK
Starred values were filed as active, the others as inactive.

SMILES | TEAD-YAP inh | MITF primary | FBW7 act | GPR151 activ
COC(=O)c1c(NC(=O)c2ccccc2Br)sc2c1CCCC2 | 2 | -6 | 0.1 | -0.5
CCOC(CNC(=O)c1nnc(-c2cccc(Cl)c2)o1)OCC | 11 | 18 | 0.7 | -0.8
O=C(NNc1ccc([N+](=O)[O-])cc1)c1ccccc1Br | 4 | 18 | 0.6 | -0.5
CCCSc1nnc(NC(=O)C23CC4CC(CC(C4)C2)C3)s1 | -13 | 0 | -0.1 | 3.8
Cc1cccc(NC(=O)COc2cc(C(C)(C)C)nn2-c2nc(C)cc(C)n2)c1 | -4 | 21 | 0.2 | -1.3
O=C(COc1ccc(Br)cc1C(=O)Nc1ccc(Cl)cc1)NC1CC1 | -15 | 14 | 0.1 | 0.7
Cc1ccc(SCC(=O)Nc2ccc(Oc3ccc4c(c3)C(=O)N(c3cccc(C)c3)C4=O)cc2)cc1 | -5 | 8 | 0.5 | -0.6
Cc1ccc(NC(=O)c2ccc([N+](=O)[O-])cc2[N+](=O)[O-])cc1 | 6 | 3 | -0.2 | -0.5
COc1cc(/C=C2\SC(=Nc3c(C)n(C)n(-c4ccccc4)c3=O)NC2=O)ccc1O | -38 | -3 | 0.0 | 1.1
O=C(Nc1ccc(O)cc1)c1cccc(S(=O)(=O)N2CCCCC2)c1 | 10 | 12 | 1.1 | 2.8
C#CCn1c(C2CC(=O)N(c3ccc(Br)cc3)C2)nc2ccccc21 (centres undefined) | 3 | -5 | 0.0 | 1.1
COc1ccc(CC(=O)NNC(=O)COc2ccc(Cl)cc2)cc1OC | 11 | -5 | 0.7 | -1.4
COc1ccccc1CCN1C(=O)CCC1CCNCc1ccccn1 (centres undefined) | -12 | 5 | -0.1 | -1.2
CCCCN(CC)C(=O)c1sc2nc(C)nc(N3CCC(C)CC3)c2c1C | -12 | -3 | 0.1 | 0.8
COc1ccccc1Cn1c(=O)c2cccnc2n(CC(=O)NCCc2ccccc2)c1=O | 8 | 3 | -0.2 | 3.2
C=CCNC(=S)N1CCN(C2c3cccc4cccc(c34)C2NS(=O)(=O)c2ccccc2)CC1 (centres undefined) | 4 | 15 | 0.3 | -1.3
CSc1ccc(C2Oc3ccc(Cl)cc3C3CC(c4ccc(C)o4)=NN32)cc1 (centres undefined) | -32 | 13 | 0.1 | 1.0
Cc1cc2[nH]c(=O)c(=O)[nH]c2cc1S(=O)(=O)N(Cc1ccccc1)C(C)C | -7 | -3 | 0.0 | 1.5
Cc1ccn(CCC(=O)N2CCC[C@@H]3CN(C/C=C/c4ccccc4)CC[C@H]32)n1 | -3 | 8 | 0.1 | 1.5
COc1ccc(-c2ccc(SCC(=O)Nc3ccc(F)c(F)c3)nn2)cc1 | -43 | -1 | 0.5 | -1.0
Cc1[nH][nH]c(=O)c1C(c1ccc(-c2ccc(C(=O)O)cc2)o1)c1c(C)[nH][nH]c1=O | -2 | 7 | -1.2 | 1.1
CCc1ccc2oc(-c3ccc(C)c(NC(=S)NC(=O)c4oc5ccccc5c4C)c3)nc2c1 | -6 | 0 | 0.1 | 0.3
O=C(O)CCP(=O)(O)CN1CCCCCC1=O | 0 | 6 | 0.0 | 0.5
Cc1ccc(C(=O)O/N=C(\N)c2cccc(C)c2)cc1 | -6 | 8 | 0.2 | -0.5
CCOC(=O)c1c(-c2ccc(-c3ccccc3)cc2)csc1NC(=O)/C=C/c1ccc(N(C)C)cc1 | -3 | -12 | -0.1 | -1.3
SMILES | TEAD-YAP inh | MITF primary | FBW7 act | GPR151 activ
O=C(Nc1ccc2[nH]ncc2c1)C1CCN(C(=O)[C@H](O)c2cccc(Cl)c2)CC1 | 4 | 3 | 0.0 | 1.3
CCOc1ncccc1C(=O)Nc1sc2c(c1C#N)CCC(C)C2 (centres undefined) | -11 | -5 | 0.0 | 0.0
CN(C)CCCn1cnn2c3ccccc3nc12 | -7 | 2 | 0.9 | 0.4
O=C(Cc1cccs1)NCc1cccc(Br)c1 | -38 | 11 | 0.2 | 1.8
CCNc1nc(NCC)nc(N/N=C(\C)c2ccc(OC)cc2)n1 | -4 | -1 | -0.8 | 1.2
COC(=O)C1=C(C)N(Cc2ccccc2)C(=O)/C1=C\c1ccc(C(=O)OC)cc1 | -7 | -1 | 0.0 | -1.6
COc1ccc(C(=O)Nc2cccc(NC(C)=O)c2)c(OC)c1 | -26 | 1 | 0.9 | 0.0
Fc1ccccc1N1CCN(Cc2ccccn2)CC1 | -11 | 56* | -0.2 | -0.5
CC(C)NC(=O)c1n[nH]c(=O)c2ccccc12 | 7 | -2 | 0.0 | -1.6
Cc1cc2c(Nc3ccc(F)cc3)ncnc2s1 | 3 | 8 | 0.0 | 1.8
CCCc1nn(C)c(C(=O)O)c1[N+](=O)[O-] | -4 | 7 | 0.0 | 0.0
O=C(/C=C/c1cccc(Cl)c1)Nc1ncccn1 | -27 | 6 | -0.3 | 2.1
O=C(NCc1ccccc1F)c1ccc2ccccc2c1 | -27 | -6 | 0.0 | -0.6
CC(=O)NCCC(=O)Nc1ccc(-c2cn3ccsc3n2)cc1 | -5 | 2 | -0.1 | -1.2
CCc1ccc2nc(N3CCN(C(=O)c4cccc(C)c4)CC3)sc2c1 | -1 | 2 | -0.2 | 0.3
CC/C(O)=c1\ccc2cccc3nc(CC)nc1c23 | 11 | 47 | 0.7 | 1.5
C=C/C(C)=C/[C@@]1(C)SC(=O)C(C)=C1O | -6 | 10 | 0.0 | -0.7
CC1=C(C(=O)OCC2CCCCC2)C(c2ccc(Cl)cc2Cl)NC(=O)N1 (centres undefined) | 1 | 5 | -0.1 | 2.1
O=C(NCc1ccc(C(=O)NCc2ccco2)cc1)c1ccc2c(c1)OCO2 | -20 | 16 | 0.7 | -1.7
COc1ccccc1-c1nnc(SCC(=O)c2ccccc2)o1 | -53 | -4 | 0.0 | -1.1
COc1ccccc1NC(=S)NCc1cccnc1 | -1 | -10 | -0.2 | -1.1
COC(=O)C1=C(C(=O)OC)SC(=C2C(=S)C(C)(C)N(C(=O)c3ccccc3)c3c(C)cc(C)cc32)S1 | 2 | 1 | 0.1 | -1.0
NC1=NC(c2ccc(OCC(=O)O)cc2)n2c(nc3ccccc32)N1 (centres undefined) | -6 | -1 | 0.2 | -0.3
Cc1cc(C(=O)Nc2cc(Cl)ccc2O)no1 | -21 | 1 | 0.0 | -0.5
COC(=O)C1=CN(C23CC4CC(CC(C4)C2)C3)C=C(C(=O)OC)C1c1ccsc1 | 0 | 2 | -0.1 | 1.0
SMILES | TEAD-YAP inh | MITF primary | FBW7 act | GPR151 activ
COc1ccc(/C=C/C(=O)N2CCCC2)cc1OC | -9 | -3 | 0.0 | -1.9
O=C(NCCCN1CCCC1)c1ccc(F)cc1 | 1 | 14 | 0.0 | -0.4
COCCCNS(=O)(=O)c1cccc2nonc12 | -1 | -6 | -0.1 | -0.3
CC(C)n1c(O)c(C2=c3cc(Br)ccc3=NC2=O)sc1=S | 3 | 13 | -0.1 | 0.6
COc1ccccc1-c1ccc(C=C(C(C)=O)C(C)=O)o1 | 1 | 7 | -0.2 | 1.9
CCCCOc1ccc(OC(=O)c2sc3ncn(Cc4cccc(F)c4)c(=O)c3c2C)cc1 | 0 | -14 | 0.1 | -0.6
COc1ccc(N=Cc2c[nH]c3ccccc23)c(OC)c1 | 0 | -1 | -0.8 | 0.5
O=C(CN(Cc1ccccc1Cl)C(=O)c1csnn1)NCc1ccc(F)cc1 | 9 | 5 | 0.0 | -0.2
COc1ccc(OC)c(NC(=O)CC(C)S(=O)(=O)c2ccc3c(c2)OCC(=O)N3)c1 (centres undefined) | 2 | 5 | 0.4 | -1.1
C/C(=N\NC(=O)c1ccc(=O)[nH]n1)c1ccccc1O | -5 | 11 | -0.1 | -1.6
CCOC(=O)c1cc([N+](=O)[O-])sc1NC(=O)c1ccc(S(=O)(=O)N2CCOCC2)cc1 | 13 | 6 | -0.1 | 0.4
O=C1CCC(N2CCN(c3ncnc4ccccc34)CC2)CCN1Cc1cccc(Cl)c1 (centres undefined) | -17 | -12 | -0.1 | 1.8
OC1(c2ccccc2)CNCCc2ccccc21 (centres undefined) | 14 | -18 | 0.1 | -0.6
CCCCc1nnc(SCC(=O)Nc2ccccc2)n1CC | 2 | 5 | 0.3 | 0.0
NS(=O)(=O)c1ccc(N/N=C/c2ccc(Br)cc2)c([N+](=O)[O-])c1 | 2 | 14 | 0.6 | 0.1
Cc1ccc(NC(=O)c2c(O)c3cccc4c3n(c2=O)CCC4)c(C)c1 | 10 | 12 | 0.1 | 0.5
Cc1sc(NC(=O)CNCC(c2ccccc2)c2ccccc2)c(C(N)=O)c1C | 7 | 3 | 0.0 | 1.9
COc1ccc(COC(=O)C2=C(C)NC(=O)NC2c2ccccc2OC(C)C)cc1 (centres undefined) | 11 | 8 | -0.1 | 1.2
COCCNC(=O)C(C)n1ncn2cccc2c1=O (centres undefined) | 14 | 5 | 0.1 | -0.7
COc1ccc(NC(=O)COc2c(C)ccc(C)c2C)cc1 | 46* | 5 | -0.1 | 2.0
CC1(C)CC(=O)C2=C(C1)N(c1ccccc1C(F)(F)F)C1=C(C(=O)CC(C)(C)C1)C2c1cccc(F)c1 | -8 | -9 | -0.1 | -0.7
CCOC(=O)c1sc2nc(C)nc(N3CCN(c4ccccn4)CC3)c2c1C | -5 | -7 | 0.0 | 1.5
COc1ccccc1C(=O)Nc1ccc2nc(SCC(=O)N3CCOCC3)sc2c1 | 2 | -13 | -0.1 | -1.8
COc1ccc2nc(Cl)c(C3CC(c4ccc(Cl)cc4)=NN3C(=O)CCCC(=O)O)cc2c1 (centres undefined) | -3 | 7 | 0.2 | 0.2
Cn1cccc1C1CCCN1CC(=O)NC(=O)NCc1ccccc1 (centres undefined) | -1 | 1 | -0.2 | -0.2
SMILES | TEAD-YAP inh | MITF primary | FBW7 act | GPR151 activ
O=[N+]([O-])c1ccc(OCc2nnc(SCCN3CCOCC3)n2-c2ccccc2)cc1 | 3 | 53* | -0.4 | 0.6
OC(CNc1ccccc1)CN1c2ccccc2Sc2ccccc21 (centres undefined) | 0 | 9 | 0.5 | -0.1
CCn1c(N2CCC(C(=O)NCCCCCO)CC2)nc2ccccc21 | 7 | -6 | -0.2 | 0.3
CC1CCN(Cc2cc(Cn3ccnc3)c3cccnc3c2O)CC1 | 39* | 110* | -1.0 | -0.3
O=C(O)Cc1ccc(NCc2ccc(Br)cc2)cc1 | 0 | 9 | -0.2 | 0.4
COc1ccc(-c2ncc(C)c(NC3CC3)n2)cn1 | -2 | 0 | 0.0 | -0.6
Cc1ccc(NC(=O)CCN2CCN(CCO)CC2)cc1 | 1 | 12 | 0.0 | -0.8
Cc1cccc2cc(CN(CCCO)C(=O)NCc3ccccc3)c(=O)[nH]c12 | -8 | 5 | 0.2 | -0.6
Cc1ccc(C)c(Cc2c(C)nc3nc(SCC(=O)Nc4ccc(C)c(Cl)c4)nn3c2C)c1 | 18 | -13 | -0.2 | -0.7
CCC(=O)N1CCc2cc(Br)cc(S(=O)(=O)NCCC3=CCCCC3)c21 | -5 | 12 | 0.1 | -1.7
CCOc1cccc2cc(-c3csc(NC(=O)c4c(F)cccc4F)n3)oc12 | 7 | -11 | 0.1 | -0.4
Cc1c(NC(=O)CSc2nnc(-c3ccco3)n2-c2ccccc2)c(=O)n(-c2ccccc2)n1C | 1 | 0 | 0.0 | 0.6
CCCCCn1c(=O)c2c(nc3oc(-c4ccc(F)cc4)cn32)n(C)c1=O | 5 | 5 | -0.1 | 2.5

Structural class: those above containing an aryl methoxy group
SMILES | TEAD-YAP inh | MITF primary | FBW7 act | GPR151 activ
COc1cc(/C=C2\SC(=Nc3c(C)n(C)n(-c4ccccc4)c3=O)NC2=O)ccc1O | -38 | -3 | 0.0 | 1.1
COc1ccc(CC(=O)NNC(=O)COc2ccc(Cl)cc2)cc1OC | 11 | -5 | 0.7 | -1.4
COc1ccccc1CCN1C(=O)CCC1CCNCc1ccccn1 (centres undefined) | -12 | 5 | -0.1 | -1.2
COc1ccccc1Cn1c(=O)c2cccnc2n(CC(=O)NCCc2ccccc2)c1=O | 8 | 3 | -0.2 | 3.2
COc1ccc(-c2ccc(SCC(=O)Nc3ccc(F)c(F)c3)nn2)cc1 | -43 | -1 | 0.5 | -1.0
CCNc1nc(NCC)nc(N/N=C(\C)c2ccc(OC)cc2)n1 | -4 | -1 | -0.8 | 1.2
COc1ccc(C(=O)Nc2cccc(NC(C)=O)c2)c(OC)c1 | -26 | 1 | 0.9 | 0.0
COc1ccccc1-c1nnc(SCC(=O)c2ccccc2)o1 | -53 | -4 | 0.0 | -1.1
COc1ccccc1NC(=S)NCc1cccnc1 | -1 | -10 | -0.2 | -1.1
COc1ccc(/C=C/C(=O)N2CCCC2)cc1OC | -9 | -3 | 0.0 | -1.9
COc1ccccc1-c1ccc(C=C(C(C)=O)C(C)=O)o1 | 1 | 7 | -0.2 | 1.9
COc1ccc(N=Cc2c[nH]c3ccccc23)c(OC)c1 | 0 | -1 | -0.8 | 0.5
COc1ccc(OC)c(NC(=O)CC(C)S(=O)(=O)c2ccc3c(c2)OCC(=O)N3)c1 (centres undefined) | 2 | 5 | 0.4 | -1.1
COc1ccc(COC(=O)C2=C(C)NC(=O)NC2c2ccccc2OC(C)C)cc1 (centres undefined) | 11 | 8 | -0.1 | 1.2
COc1ccc(NC(=O)COc2c(C)ccc(C)c2C)cc1 | 46* | 5 | -0.1 | 2.0
COc1ccccc1C(=O)Nc1ccc2nc(SCC(=O)N3CCOCC3)sc2c1 | 2 | -13 | -0.1 | -1.8
COc1ccc2nc(Cl)c(C3CC(c4ccc(Cl)cc4)=NN3C(=O)CCCC(=O)O)cc2c1 (centres undefined) | -3 | 7 | 0.2 | 0.2
COc1ccc(-c2ncc(C)c(NC3CC3)n2)cn1 | -2 | 0 | 0.0 | -0.6
